bovine MsrA act: activates bovine MsrA enzyme | hit rate 0.3% among 360,000 | activation, % at 10.6 µM | purified bovine MsrA, absorbance read-out; in the data active means activation above about 7.5%;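 further: 0% = vehicle and 100% = reference activator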
PABP1 MLLE inh: inhibitors of microRNA-mediated deadenylation, human PABP1 MLLE binding. P11940. GST-MLLE / FITC-PAM2 fluorescence polarization. inhibition, % at 20 µM. hit rate 0.36% among 360,000; in the data active means inhibition above about 35%, passing the limit was not always enough;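 further: plate controls were DMSO wells with GST-MLLE for no effect and wells lacking GST-MLLE protein for full effect; some results filed as inactive read as strong as hits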
SKN-1 block: inhibitors of C. elegans SKN-1; C. elegans VP596 Pgst-4::GFP/RFP ratio, acrylamide-induced, 24 h; AID 624304; hit rate 0.49% among 360,000; inhibition, % at 21.8 µM;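 active means interference check ratio from 0.5 to 1.5 plus GFP to RFP signal ratio inhibition reaching or exceeding a fixed threshold, cut at about 30% in these data, passing the limit was not always enough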; further: some compounds called inactive have numbers as strong as hits
MT1-MMP act inh: blocks activation of human MT1-MMP | AID 651647 | HT1080 RFP-PRO-GFP cells, GFP/RFP ratio fluorescence, overnight; percent of plate control window, DMSO zero | hit rate 0.061% among 360,000 | GFP/RFP ratio change, % at 20 µM;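 active means GFP/RFP ratio change of at least 30% with cell ATP level not reduced by more than half and red fluorescence within 50% of control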; further: strong numbers were not always called active
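Compound: 20 µM single dose, 1% DMSO / System: HT1080 RFP-PRO-GFP cells / Controls: DMSO and RFP-L50D-GFP cell wells / Read-out basis: GFP/RFP fluorescence ratio / Schedule: overnight compound exposure at 37 °C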
FAS TE block: blocks the thioesterase domain of human fatty acid synthase; P49327; recombinant FAS-TE, OMFH fluorogenic substrate, fluorescence endpoint; inhibition, % at 15 µM; hit rate 0.67% among 360,000;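 active means compounds whose normalised, plate-corrected inhibition of enzyme fluorescence in the single-dose primary screen is 50% or more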;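 further: 0% = DMSO with enzyme and 100% = substrate without enzyme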
Rin1-Abl PPI inh: human Rin1-Abl interaction inhibition | TR-FRET Rin1/Abl binding, biochemical | inhibition, % at 7.35 µM | hit rate 0.4% among 360,000 | AID 588664; in the data active means inhibition above about 5%, passing the limit was not always enough
Neddylation inh: blocks human cullin neddylation | P61081+Q13564 | TR-FRET cullin neddylation, biochemical | calls only at 25 µM | hit rate 0.58% among 360,000 | AID 651699; in the data active means inhibition above about 36%
E coli Lon inh: inhibits E. coli Lon protease; P0A9M0; purified E. coli Lon protease, fluorescence polarization; inhibition, % at 7.94 µM; hit rate 0.42% among 360,000; AID 602123; in the data active means inhibition above about 13%, passing the limit was not always enough;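 further: 0% = enzyme with probe and DMSO and 100% = no enzyme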
Target sequence (P0A9M0 whole entry, looked up): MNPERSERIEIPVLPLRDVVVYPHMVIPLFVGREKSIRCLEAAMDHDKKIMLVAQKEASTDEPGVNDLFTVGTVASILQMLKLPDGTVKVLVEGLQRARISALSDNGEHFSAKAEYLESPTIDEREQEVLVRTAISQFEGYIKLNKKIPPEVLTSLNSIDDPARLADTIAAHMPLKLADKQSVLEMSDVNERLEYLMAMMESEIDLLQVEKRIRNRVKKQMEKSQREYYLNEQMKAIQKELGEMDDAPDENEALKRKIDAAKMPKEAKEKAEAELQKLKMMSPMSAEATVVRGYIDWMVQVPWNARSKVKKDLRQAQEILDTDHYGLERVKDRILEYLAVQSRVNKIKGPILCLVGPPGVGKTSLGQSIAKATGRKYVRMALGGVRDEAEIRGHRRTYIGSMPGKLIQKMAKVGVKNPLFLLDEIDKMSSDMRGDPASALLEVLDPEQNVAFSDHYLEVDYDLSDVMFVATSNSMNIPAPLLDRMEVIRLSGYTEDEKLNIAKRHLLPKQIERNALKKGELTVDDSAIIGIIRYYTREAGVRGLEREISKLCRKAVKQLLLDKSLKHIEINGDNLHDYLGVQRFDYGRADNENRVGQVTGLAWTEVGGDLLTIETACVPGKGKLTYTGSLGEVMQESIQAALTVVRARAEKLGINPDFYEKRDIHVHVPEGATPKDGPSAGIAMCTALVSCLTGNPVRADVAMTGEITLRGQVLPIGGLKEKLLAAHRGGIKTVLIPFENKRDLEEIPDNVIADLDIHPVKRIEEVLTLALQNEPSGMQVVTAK
NRP1-CendR mod: modulators of CendR peptide binding to human neuropilin-1; O14786; hit rate 0.85% among 360,000; inhibition, % at 25 µM; FAM-RPARPAR peptide binding to NRP-1, fluorescence polarization;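 active means inhibition or corrected inhibition above about 18%, plus a signal ratio from 0.5 to 1.5, limit read from the data, passing the limit was not always enough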; further: strong numbers were not always called active
The depositor's hits bear a star; i = inactive; . = not tested or not shown.

item	SMILES	bovine MsrA act	PABP1 MLLE inh	SKN-1 block	MT1-MMP act inh	FAS TE block
1	CCN(C(=O)COC(=O)c1ccc2ccccc2n1)c1c(N)n(Cc2ccccc2)c(=O)[nH]c1=O	0	4	7	-3	-4
2	O=C(c1ccc(NS(=O)(=O)c2ccccc2)cc1)N1CCOCC1	-12	17	-5	.	-2
3	O=C(CC(c1ccccc1)c1ccccc1)NCCOCc1ccccc1	-4	2	-1	0	10
4	COC(=O)c1ccc(N2CCOCC2)c(F)c1	-9	20	-9	11	-12
5	CSc1ccccc1C(=O)C1CCCN(C(=O)c2ccc(N3CCOCC3)cc2)C1 (stereo not drawn)	-3	17	5	4	-1
6	CC(C)Oc1ccccc1C1Nc2ccccc2C(=O)N1c1ccc2c(c1)OCCO2 (stereo not drawn)	-7	12	-16	0	13
7	CCCCN(C(C)=O)c1ccc(S(=O)(=O)NC2=NCCCCC2)cc1NC(C)=O	-10	12	9	0	-9
8	CC(C)(C)c1cc(C(=O)C[n+]2ccc(C(=O)NCCCO)cc2)cc(C(C)(C)C)c1O	-7	-7	-9	5	-5

item	Rin1-Abl PPI inh	Neddylation inh	E coli Lon inh	NRP1-CendR mod
1	-2	i	-4	10
2	5	i	0	-3
3	0	i	3	-8
4	2	i	-4	-5
5	2	i	6	-12
6	-3	i	0	5
7	0	i	3	-7
8	-2	i	2	1

Profiles, looked up by structure. Order of values: bovine MsrA act	PABP1 MLLE inh	SKN-1 block	MT1-MMP act inh	FAS TE block	Rin1-Abl PPI inh	Neddylation inh	E coli Lon inh	NRP1-CendR mod
O=C(CC(c1ccccc1)c1ccccc1)NCCOCc1ccccc1 is listed as -4	2	-1	0	10	0	i	3	-8
CC(C)(C)c1cc(C(=O)C[n+]2ccc(C(=O)NCCCO)cc2)cc(C(C)(C)C)c1O is listed as -7	-7	-9	5	-5	-2	i	2	1

New compounds follow.
item	SMILES	bovine MsrA act	PABP1 MLLE inh	SKN-1 block	MT1-MMP act inh	FAS TE block
9	CC(=O)c1nn(-c2ccccc2)cc1C(=O)c1cccc(Br)c1	-13	4	-7	-4	-6
10	Cc1[nH][nH]c(=O)c1C(c1ccc(Cl)cc1)c1c(C)[nH][nH]c1=O	-3	-10	-17	1	-2
11	CCOC(=O)C1(Cc2cccc(Cl)c2)CCCN(C(=O)C2CC2)C1 (stereo not drawn)	-12	-5	2	.	-5
12	O=C(OCc1cc([N+](=O)[O-])cc2c1OCOC2)c1cccnc1SC(F)F	-1	2	-4	-9	46
13	Nc1cc(=O)[nH]c(SC/C=C/c2ccccc2)n1	-1	10	26	2	-9
14	O=C(Nc1ccccc1)c1nccn1Cc1ccc(F)cc1	-11	10	1	5	12
15	CC(=O)Nc1ccc(CN(C)c2c(C)nc3ccc(C(=O)N(C)Cc4ccccc4)cn23)cc1	-2	-5	8	0	-6
16	O=C(CN1CCCCCC1)Nc1ccccc1Cl	-5	6	-1	1	3

item	Rin1-Abl PPI inh	Neddylation inh	E coli Lon inh	NRP1-CendR mod
9	2	i	-2	8
10	0	i	-2	6
11	2	i	2	4
12	0	i	1	1
13	1	i	3	-2
14	3	i	-4	-7
15	0	i	-4	5
16	2	i	8	4

(next part)
item	SMILES	bovine MsrA act	PABP1 MLLE inh	SKN-1 block	MT1-MMP act inh	FAS TE block
17	Cc1c(Cl)cccc1NC(=S)NCC(O)c1ccccc1 (stereo not drawn)	-6	13	-8	6	-2
18	CCC1COCCS(=O)(=O)N1Cc1ccccc1 (stereo not drawn)	-11	-7	-12	22	-3
19	CCN(CC(=O)Nc1cc(Cl)ccc1C)C(=O)C1CC(=O)N(Cc2ccccc2)C1 (stereo not drawn)	-4	-12	-2	0	-4
20	CCC1CCCCN1CC(O)COCc1cccc(OC)c1 (stereo not drawn)	-4	5	-11	-3	-2
21	CCNC(=O)C1(C)CCN(C(=O)c2cccc(OC(C)=O)c2C)C1 (stereo not drawn)	-2	8	10	5	-7
22	COc1cccc(NC(=O)N2CCC(N3CCCCC3)CC2)c1	-8	1	-11	2	-10
23	O=C(CCc1ccc(O)cc1)c1c(O)cc(O)cc1O[C@@H]1O[C@H](CO)[C@@H](O)[C@H](O)[C@H]1O	-9	-3	-8	3	-6
24	CC1=NC(=O)C(N=Nc2ccccc2)N1c1ccccc1 (stereo not drawn)	-1	-12	21	3	13

item	Rin1-Abl PPI inh	Neddylation inh	E coli Lon inh	NRP1-CendR mod
17	0	i	-9	-2
18	4	i	0	-7
19	3	i	-3	6
20	2	i	-6	-1
21	0	i	-10	2
22	0	i	0	-9
23	1	i	-2	4
24	4	i	2	20

Retrieved one by one from the list above:
item	SMILES	bovine MsrA act	PABP1 MLLE inh	SKN-1 block	MT1-MMP act inh	FAS TE block
18	CCC1COCCS(=O)(=O)N1Cc1ccccc1 (stereo not drawn)	-11	-7	-12	22	-3
16	O=C(CN1CCCCCC1)Nc1ccccc1Cl	-5	6	-1	1	3
10	Cc1[nH][nH]c(=O)c1C(c1ccc(Cl)cc1)c1c(C)[nH][nH]c1=O	-3	-10	-17	1	-2
8	CC(C)(C)c1cc(C(=O)C[n+]2ccc(C(=O)NCCCO)cc2)cc(C(C)(C)C)c1O	-7	-7	-9	5	-5
20	CCC1CCCCN1CC(O)COCc1cccc(OC)c1 (stereo not drawn)	-4	5	-11	-3	-2

item	Rin1-Abl PPI inh	Neddylation inh	E coli Lon inh	NRP1-CendR mod
18	4	i	0	-7
16	2	i	8	4
10	0	i	-2	6
8	-2	i	2	1
20	2	i	-6	-1

(further entries)
item	SMILES	bovine MsrA act	PABP1 MLLE inh	SKN-1 block	MT1-MMP act inh	FAS TE block
25	Cc1ccc(NC(=O)C2CCCN2S(=O)(=O)c2cccc3cccnc23)c(C)c1 (stereo not drawn)	-7	-1	12	3	-4
26	COc1ccc(CCC(=O)N/N=C(\C)c2ccc3c(c2)OCO3)cc1	-2	-6	-7	3	0
27	Cc1cc(C(=O)NCc2ccccc2F)cs1	-10	6	15	6	-5
28	CC1(C(=O)NCCOc2ccccc2Cl)CC1(Cl)Cl (stereo not drawn)	-2	6	2	-3	1
29	CCC/C=C/c1ccc(CN2C(C)C(=O)N(Cc3cn(Cc4ccco4)nn3)CCS2(=O)=O)cc1 (stereo not drawn)	-5	-18	-2	2	12
30	CCCNC(=O)C1(C)CCCN(Cc2csc(-c3ccccc3)n2)C1 (stereo not drawn)	-2	16	11	-5	-1
31	NC(=S)N/N=C/c1coc2ccc(Cl)cc2c1=O	-6	2	-6	-13	5
32	O=C(O)C1Nc2c(C(F)(F)F)ccc(Cl)c2C2C=CCC12 (stereo not drawn)	-14	10	3	15	-1

item	Rin1-Abl PPI inh	Neddylation inh	E coli Lon inh	NRP1-CendR mod
25	-2	i	1	1
26	2	i	-7	16
27	-2	i	-6	7
28	-2	i	-2	3
29	-2	i	-7	-8
30	-2	i	3	-6
31	-1	i	13*	-26
32	1	i	0	20

Only SKN-1 block and bovine MsrA act, for some of the entries so far:
nr	compound	SKN-1 block	bovine MsrA act
27	Cc1cc(C(=O)NCc2ccccc2F)cs1	15	-10
2	O=C(c1ccc(NS(=O)(=O)c2ccccc2)cc1)N1CCOCC1	-5	-12
17	Cc1c(Cl)cccc1NC(=S)NCC(O)c1ccccc1 (stereo not drawn)	-8	-6
23	O=C(CCc1ccc(O)cc1)c1c(O)cc(O)cc1O[C@@H]1O[C@H](CO)[C@@H](O)[C@H](O)[C@H]1O	-8	-9
12	O=C(OCc1cc([N+](=O)[O-])cc2c1OCOC2)c1cccnc1SC(F)F	-4	-1
19	CCN(CC(=O)Nc1cc(Cl)ccc1C)C(=O)C1CC(=O)N(Cc2ccccc2)C1 (stereo not drawn)	-2	-4

Carrying on:
item	SMILES	bovine MsrA act	PABP1 MLLE inh	SKN-1 block	MT1-MMP act inh	FAS TE block
33	O=[N+]([O-])c1ccc(Cl)c(S(=O)(=O)Nc2ccc(-c3ccc(N4CCOCC4)nn3)cc2)c1	-6	1	4	6	17
34	COc1ccc(NC(=O)/C=C/C(=O)O)c(OC)c1	1	10	-1	0	-3
35	Cc1cccc(C)c1NC(=O)C1(C)CSCC(=O)N1Cc1cccc(F)c1 (stereo not drawn)	.	.	4	8	.
36	COc1ccccc1NC(=S)N(Cc1ccccn1)Cc1ccccc1Cl	-3	-31	-4	3	-4
37	CCCC(C(=O)NCc1ccco1)N(C(=O)CNS(=O)(=O)c1ccccc1)c1ccccc1OC (stereo not drawn)	1	1	3	-4	2
38	CCCCn1c(N)c(N(C)C(=O)c2cn(-c3ccccc3)nc2-c2ccccc2)c(=O)[nH]c1=O	-4	-12	3	-1	-7
39	CCCOc1ccc(/C=N/NC(=O)c2nnn(-c3nonc3N)c2-c2cccs2)cc1OC	0	7	17	-2	20
40	Cc1cc(C)c2sc(N(CCN(C)C)C(=O)CCS(=O)(=O)c3ccccc3)nc2c1	-2	11	-19	4	5

item	Rin1-Abl PPI inh	Neddylation inh	E coli Lon inh	NRP1-CendR mod
33	-2	i	-2	-6
34	-4	i	1	7
35	.	i	.	-11
36	0	i	4	-6
37	-2	i	4	-5
38	4	i	-7	-5
39	8	.	-2	18
40	1	i	-1	4

Carrying on.
item	SMILES	bovine MsrA act	PABP1 MLLE inh	SKN-1 block	MT1-MMP act inh	FAS TE block
41	COc1ccc(C2c3ccc4ccccc4c3Oc3ncn(CCCN(C)C)c(=N)c32)cc1 (stereo not drawn)	1	0	-13	-7	3
42	COc1cc(C2=Nc3ccc(Br)cc3C(c3ccccc3)N2CC(=O)NN)cc(OC)c1OC (stereo not drawn)	-7	11	-5	-1	-1
43	CCOC(=O)C1(CC)NC(c2ccc(OC)cc2OC)C2C(=O)N(C)C(=O)C21 (stereo not drawn)	-4	-5	-1	4	-6
44	Cc1c(C(N)=O)c(-c2ccccc2)nn1-c1ccccc1	-10	7	2	-1	-13
45	Cc1ccc(S(=O)(=O)N2C[C@H]3[C@H]4C(=O)N(c5ccccc5)C(=O)[C@H]4C[C@H](OC(=O)NC4CCCC4)[C@@]3(O)C2)cc1	-2	-1	-5	5	-2
46	O=C1C2CCCN2C(c2ccc(F)c(F)c2)N1c1cccc(Cl)c1 (stereo not drawn)	-1	-11	10	2	-1
47	O=C(Nc1ccc(F)cc1F)c1ccc2c(=O)n3c(nc2c1)CCC3	-3	-2	17	0	-5
48	Cc1cccc(N2C(=O)CS/C2=N\NC(=O)c2ccc(Br)cc2)c1C	-3	8	11	0	-7
49	CCOc1cc(CNC)ccc1OCC(=O)NC(C)(C)C	-6	-4	3	-2	-8
50	Cc1ccc2oc(-c3ccccc3)c(C(=O)O)c(=O)c2c1	-5	-7	-12	-7	-10

item	Rin1-Abl PPI inh	Neddylation inh	E coli Lon inh	NRP1-CendR mod
41	1	i	3	-2
42	-3	i	4	4
43	-2	i	4	3
44	0	i	0	-2
45	0	i	-10	-12
46	-1	i	-2	0
47	1	i	1	10
48	-2	i	-9	4
49	0	i	-2	10
50	-4	i	12	10
